Source: PubChem BioAssay (Sanford-Burnham Center for Chemical Genomics)
EBI2 antag: EBI2 receptor antagonists, beta-arrestin recruitment, primary screen, cell-based, luminescence, 7a,25-OHC stimulation, uHTS | AID 651636, 2012 | 0.81% of 360,000 active | inhibition, % at 5 µM | 7a,25-OHC stimulated | G-protein coupled receptor 183 (Homo sapiens), P32249; in the data active = inhibition above about 38%;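 also: enzyme fragment complementation signal reports receptor beta-arrestin coupling in cells; 0% = agonist plus DMSO wells and 100% = wells without agonist; some results beyond the cut were filed as inactive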
Target sequence (P32249 whole entry, looked up, the tested form may be a part): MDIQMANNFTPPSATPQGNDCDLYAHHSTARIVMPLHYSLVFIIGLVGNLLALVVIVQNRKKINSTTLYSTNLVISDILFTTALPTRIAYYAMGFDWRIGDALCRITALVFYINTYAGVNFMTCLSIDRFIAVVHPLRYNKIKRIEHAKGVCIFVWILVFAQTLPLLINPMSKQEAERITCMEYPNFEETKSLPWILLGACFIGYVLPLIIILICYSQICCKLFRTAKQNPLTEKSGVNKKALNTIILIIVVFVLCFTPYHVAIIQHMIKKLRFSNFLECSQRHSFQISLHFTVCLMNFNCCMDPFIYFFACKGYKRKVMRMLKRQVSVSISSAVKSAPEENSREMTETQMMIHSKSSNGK
APJ antag: antagonists of human apelin receptor APJ, primary screen, CHO-K1 cells, beta-arrestin complementation, luminescence; inhibition, % at 20 µM; 0.32% of 330,000 active; P35414;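 active = inhibition above about 40% at 20 µM, limit read from the data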;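 also: cells challenged with 10 nM apelin-13 agonist together with compound; plate controls were apelin-13 plus DMSO wells for no effect and DMSO wells lacking apelin-13 for full effect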
CCR6 antagonist: CCR6 receptor antagonists, primary screen, cell-based, CHO-K1, luminescence, beta-arrestin, uHTS. CHO-K1 CCR6 PathHunter beta-arrestin, CCL20-stimulated. inhibition, % at 20 µM. 0.49% of 340,000 active. AID 493098, 2011;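 active = compounds whose inhibition of the agonist-driven luminescence signal at 20 µM reaches about 50%, limit read from the data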;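 also: cells stimulated with CCL20 at 14 nM final; plate controls were DMSO with CCL20 for no effect and DMSO without agonist for full effect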
APJ agonist: agonists of human apelin receptor APJ, primary screen, CHO-K1 cells, PathHunter beta-arrestin, luminescence; 0.11% of 330,000 active; activation, % at 20 µM; 0% DMSO wells, 100% apelin; P35414;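 active = activation more than six SD over the plate average, tested at 20 µM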;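 also: 0% = DMSO alone and 100% = apelin-13 at 10 nM; some results filed as inactive read as strong as hits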
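assay system = CHO-K1 APJ beta-arrestin complementation cell line | input = cell density 1000 per well | dosing = compound 20 µM once, DMSO 1% | timing = compound 90 min 25 °C, reagent 1 h | measured by = luminescence from split beta-galactosidase complementation, Galacton Star/Emerald II substrate | read-out basis = APJ agonist activity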
CXCR6 inh: CXCR6 receptor inhibitors, primary screen, cell-based, beta-arrestin, luminescence, CHO-K1 PathHunter, 1536-well | C-X-C chemokine receptor type 6 (Homo sapiens), O00574 | inhibition, % at 20 µM | 0.36% of 360,000 active; in the data active = inhibition above about 34%, passing the limit was not always enough;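 also: antagonist mode with CXCL16 agonist at 10 nM final; 0% = 10 nM CXCL16 with DMSO and 100% = unstimulated wells without agonist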
Target sequence (O00574 whole entry, looked up): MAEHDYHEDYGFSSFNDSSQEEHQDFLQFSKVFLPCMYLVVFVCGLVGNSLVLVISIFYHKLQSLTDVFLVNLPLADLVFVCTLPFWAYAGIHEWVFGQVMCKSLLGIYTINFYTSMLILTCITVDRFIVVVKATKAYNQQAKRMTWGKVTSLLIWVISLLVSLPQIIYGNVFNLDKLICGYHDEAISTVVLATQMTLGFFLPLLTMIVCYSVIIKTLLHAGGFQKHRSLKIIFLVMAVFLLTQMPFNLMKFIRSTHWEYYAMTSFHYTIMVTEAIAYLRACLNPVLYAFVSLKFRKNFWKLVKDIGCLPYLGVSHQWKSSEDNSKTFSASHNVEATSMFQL
UBC13 inh: UBC13 polyubiquitin chain formation inhibitors, primary screen, biochemical, TR-FRET, uHTS; Ubiquitin-conjugating enzyme E2 N (Homo sapiens), P61088; 0.47% of 330,000 active; inhibition, % at 20 µM; AID 485273, 2010; in the data active = inhibition above about 45%, passing the limit was not always enough
Target sequence (P61088 whole entry, looked up): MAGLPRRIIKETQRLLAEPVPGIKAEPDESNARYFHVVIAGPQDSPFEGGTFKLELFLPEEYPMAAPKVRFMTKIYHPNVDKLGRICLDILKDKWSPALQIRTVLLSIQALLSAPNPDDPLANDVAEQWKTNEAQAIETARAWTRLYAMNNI
ATG4B inhibitor: ATG4B protease inhibitors, primary screen, biochemical, fluorescence, uHTS. Cysteine protease ATG4B (Homo sapiens), Q9Y4P1. ATG4B cleavage of LC3-PLA2, NBD-HPC fluorescence, 1 h. inhibition, % at 8.33 µM. 0.51% of 340,000 active. AID 504462, 2011; in the data active = inhibition above about 40%
Gli-Sufu block: Gli-Sufu pathway antagonists, primary screen, luciferase luminescence, Sufu-KO-LIGHT cells, uHTS; inhibition, % at 5 µM; AID 588413, 2011; Sufu-KO-LIGHT fibroblasts, Gli luciferase reporter luminescence; 0.74% of 340,000 active;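 active = inhibition above about 55%, limit read from the data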;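 also: 0% = DMSO-treated cells and 100% = wells with medium but no cells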
The depositor's hits bear a star; nt = no result given; & = joins results of further samples. No enrichment for hits; any-hit rate near 3%.

Structure | EBI2 antag | APJ antag | CCR6 antagonist | APJ agonist | CXCR6 inh | UBC13 inh | ATG4B inhibitor | Gli-Sufu block
CCOC(=O)c1cnn(-c2ccccc2)c1NC(=O)C(F)(F)C(F)(F)C(F)(F)F | -7 | 0 | -4 | 2 | 8 | -27 | -7 | 1
CCCCCC/C(=N/O)c1ccccn1 | 5 | 7 | 8 | 3 | 5 | 15 | -4 | -5
COc1ccc(OC2OC3COC(c4ccco4)OC3C(O)C2NC(C)=O)cc1 (centres undefined) | -10 | 8 | 8 | -4 | -3 | 7 | 2 | -10
Cc1cc(C)c2sc(N)nc2c1 | -13 | -15 | 2 | -1 | -6 | -17 | -6 | 19
CC(=O)N1CCc2cc(S(=O)(=O)NC(C(=O)Nc3ccc4c(c3)OCCO4)C(C)C)ccc21 (centres undefined) | -8 | 14 | 12 | 2 | -7 | 4 | -5 | 0
Cc1sc(N)nc1-c1ccc(Oc2ccccc2)cc1 | 7 | -18 | 5 | -3 | 3 | -33 | 30 | -20
Cc1cc(C)cc(SCc2noc(C(=O)NCCCN3CCOCC3)c2C(=O)NCCCN2CCOCC2)c1 | -7 | 12 | -10 | 2 | 9 | 5 | -1 | 18
Cc1cc(-c2ccc([N+](=O)[O-])cc2)cc(C)n1 | -12 | nt | 7 | nt | 3 | nt | 1 | 3
O=C(Nc1cccc(F)c1)c1ccc(S(=O)(=O)N2CCOCC2)cc1 | -4 | -34 | 2 | -1 | -3 | 0 | -3 | -12
O=C(CSc1nnc(-c2ccccc2F)n1C1CC1)Nc1ccc2[nH]c(=O)[nH]c2c1 | -11 | -21 | 10 | -3 | -2 | -7 | -10 | -3
COCCOC1CCN(C(=O)c2ccc(OC)c(OC3CCN(C(C)C)CC3)c2)CC1 | -17 | 14 | 7 | -3 | -1 | 3 | 16 | 10
CCOc1cc(/C=N/NC(=O)c2nn(C)cc2Br)ccc1OCc1ccccc1Cl | 38 | 0 | -6 | 0 | -6 | 0 | 5 | 7
Cc1ccccc1CC1(CO)CCCN(Cc2nc(-c3cccs3)oc2C)C1 (centres undefined) | 1 | 1 | 0 | -2 | 8 | 13 | 1 | 25
Cc1nc2ccccc2nc(C)c1=NOCc1ccccc1Cl | 13 | 8 | 18 | 3 | 2 | 0 | 9 | 11
CC(C)(C)NC(=O)NC(=O)CSc1ncccn1 | 4 | -1 | -5 | -2 | -14 | 1 | -4 | -8
CCN1C(=O)CCC(C(=O)O)C1c1ccc(OC)cc1 (centres undefined) | -10 | -10 | 11 | 0 | -6 | 1 | 10 | 13
COc1cccc(NC(=O)c2ccc(C(=O)c3ccccc3)o2)c1 | 10 | 6 | 15 | 1 | -4 | -9 | -36 | -15
CC(C)C(NC(=O)c1ccccc1F)C(=O)Nc1ccc2c(c1)OCO2 (centres undefined) | -1 | 3 | 8 | 0 | 2 | 1 | -3 | -11
O=C(Nc1ccc(Cl)c([N+](=O)[O-])c1)C(NCCCO)c1ccccc1 (centres undefined) | 2 | -4 | 13 | -4 | 7 | -8 | 7 | 13
CCN(Cc1ccccc1)C(=O)c1ccc(CS(=O)c2ccccc2C)o1 (centres undefined) | 7 | 13 | 22 | -5 | 6 | 1 | 4 | -5
CCOc1ccc(CCNC(=O)COC(=O)/C=C/c2ccc(OC)c(OC)c2)cc1OCC | 2 | 7 | 5 | -2 | 12 | -4 | -11 | 3
N=c1sccn1CC(=O)Nc1ccccc1Sc1ccccc1 | 10 | 6 | 14 | -4 | -6 | 11 | 2 | 1
O=C(c1cccs1)c1cn(CC(=O)N2CCc3ccccc3C2)c2ccccc12 | -3 | 43* | 25 | -22 | 0 | 22 | 7 | 5
COc1ccc(CCNc2ccc(S(=O)(=O)N3CCN(C)CC3)cc2[N+](=O)[O-])cc1 | -3 | 16 | 18 | -2 | 9 | -12 | -5 | 11
CCOC(=O)C1=C(COC(=O)CCC(=O)c2ccc(C)cc2)NC(=O)NC1C (centres undefined) | -10 | 2 | 2 | -1 | 8 | -10 | -7 | 0
Cn1nc([N+](=O)[O-])nc1S(C)(=O)=O | -36 | -25 | -8 | 1 | -9 | -13 | 0 | 20
O=C(NCCCN1CCCC1)C1CCN(C(=O)c2cc3sccc3n2Cc2ccc(F)cc2)CC1 | -13 | 6 | -7 | -1 | 11 | 10 | 0 | 12
O=C(CNC(=O)c1ccccc1)Oc1cccc(Cl)c1 | -2 | 12 | -14 | -3 | -7 | 3 | -2 | -1
O=C(NCc1ccc(Cl)cc1)C1CCC(CNc2c(N3CCOCC3)c(=O)c2=O)CC1 (centres undefined) | 15 | 15 | 9 | -6 | 0 | 8 | 1 | 2
Cc1ccc(NC(=O)CN(C)C(=O)c2cccc(-n3cccc3)c2)cc1 | 9 | 9 | 6 | -5 | 0 | 2 | -1 | 3
CSc1nnc(Cc2sc(-c3ccccc3)nc2-c2ccccc2)o1 | 7 | 9 | 33 | -1 | 11 | 4 | 6 | -2
CCN(CC(=O)NCc1cccs1)C(=O)c1cc(S(=O)(=O)NCc2ccccc2)ccc1C | -8 | -3 | 2 | 3 | 5 | -1 | -1 | -12
CCOCCSc1nnc2nc(C)cc(C)n12 | -4 | 8 | -21 | 0 | 0 | 5 | -6 | -9
Cc1cccc(CN2[C@@H](CC(C)C)COCCS2(=O)=O)c1 | 7 | -50 | 11 | 2 | 3 | 4 | 2 | -10
Cc1onc(-c2c(F)cccc2Cl)c1C(=O)NCC1COc2ccccc2O1 (centres undefined) | 1 | 15 | 7 | -3 | -1 | 7 | 1 | -15
Cc1nc2ccc(NC(=S)N3CCCC3)cc2nc1C | 10 | -16 | -4 | -2 | -12 | -2 | 0 | 4
CCCCNC(=O)CSc1nc2ccc(N3CCOCC3)cc2c(=O)n1Cc1ccc(OC)cc1 | 1 | nt | -7 | nt | 0 | nt | -15 | -15
CCn1c(=O)n(C)c2c(=O)n(C)c(=O)n(C)c21 | -1 | nt | 5 | nt | -6 | nt | 0 | 4
c1ccc(-c2ccccc2OCCCCN2CCCCCC2)cc1 | -3 | 15 | 2 | 2 | -12 | 14 | 3 | 45
CN(C)CCCNC(=S)/N=c1\sccn1Cc1ccccc1Cl | 5 | -20 | 10 | -1 | 2 | 9 | 4 | 0
CCN(CC)CCCNC(=S)N1CCN(c2nc(-c3ccc(F)cc3)cs2)CC1 | 32 | 11 | 21 | 10 | -9 | 16 | 7 | 20
COc1cccc(C2=NOC(C(=O)Nc3cc(C)on3)C2)c1 (centres undefined) | 2 | 7 | -5 | 3 | 2 | 7 | -10 | 3
Cc1ccc(Cl)cc1NC1=C/C(=N\S(=O)(=O)c2cccs2)c2ccccc2C1=O | 6&16 | 39 | 59* | -1 | 31&32 | -134 | -1&16 | 11&34
Cc1nc(N[C@@H](Cc2c[nH]c3ccccc23)C(=O)O)c2oc3ccccc3c2n1 | nt | -1 | -8 | -1 | nt | -2 | 10 | 0
CC(=O)Oc1ccc2occ(C(=O)c3cccs3)c2c1 | -8 | -5 | 2 | 6 | -1 | -9 | -19 | 10
CC(=O)Nc1cc(C(=O)NCc2ccco2)ccc1Sc1ccc(C)cc1 | -6 | 3 | -8 | 3 | -2 | 0 | 31 | 2
Cc1ccccc1CN1CCN(C(=O)c2cccc3ccccc23)CC1 | 13 | 1 | 15 | -4 | -5 | -1 | -4 | 12
COCCNc1nc(N)c([N+](=O)[O-])c(NCC2CCCO2)n1 (centres undefined) | -5 | 2 | -16 | 2 | -17 | -15 | 2 | -3
C=CCNC(=O)CC(C)C(CCCCC)C(=O)O (centres undefined) | -4 | 0 | 0 | 0 | 4 | 3 | -1 | -13
COc1ccccc1CNC(=O)C(CCSC)NC(=O)c1cccc(S(=O)(=O)N2CCOCC2)c1 (centres undefined) | 4 | 7 | 9 | -2 | 2 | -10 | -9 | 0
COc1cc(/C=N/N2C(C)CCCC2C)cc(OC)c1O (centres undefined) | -9 | -7 | -2 | -1 | -10 | 0 | -4 | -4
Cc1cc(Cl)c(OCCCCN2CCOCC2)c(Br)c1 | -1 | 1 | 6 | -3 | 7 | 4 | 4 | 8
CC1=C(C(=O)Nc2ccc(C)cc2C)C(c2ccc([N+](=O)[O-])cc2)n2ncnc2N1 (centres undefined) | -16 | -2 | 6 | -4 | -3 | -6 | -8 | 0
O=C(Nc1ccccc1Cl)C1C(c2ccccc2)C1(Cl)Cl (centres undefined) | 6 | -1 | -16 | -3 | 0 | 2 | 52* | -2
O=C(Nc1c2c(nn1-c1ccccc1)CS(=O)C2)c1ccc2c(c1)OCO2 (centres undefined) | 2 | 14 | 3 | 2 | -1 | -6 | 2 | 1

A portion from the list above, for reference:
Structure | EBI2 antag | APJ antag | CCR6 antagonist | APJ agonist | CXCR6 inh | UBC13 inh | ATG4B inhibitor | Gli-Sufu block
CSc1nnc(Cc2sc(-c3ccccc3)nc2-c2ccccc2)o1 | 7 | 9 | 33 | -1 | 11 | 4 | 6 | -2
CCN(CC(=O)NCc1cccs1)C(=O)c1cc(S(=O)(=O)NCc2ccccc2)ccc1C | -8 | -3 | 2 | 3 | 5 | -1 | -1 | -12
CCOCCSc1nnc2nc(C)cc(C)n12 | -4 | 8 | -21 | 0 | 0 | 5 | -6 | -9
Cc1cccc(CN2[C@@H](CC(C)C)COCCS2(=O)=O)c1 | 7 | -50 | 11 | 2 | 3 | 4 | 2 | -10
Cc1onc(-c2c(F)cccc2Cl)c1C(=O)NCC1COc2ccccc2O1 (centres undefined) | 1 | 15 | 7 | -3 | -1 | 7 | 1 | -15
Cc1nc2ccc(NC(=S)N3CCCC3)cc2nc1C | 10 | -16 | -4 | -2 | -12 | -2 | 0 | 4
CCCCNC(=O)CSc1nc2ccc(N3CCOCC3)cc2c(=O)n1Cc1ccc(OC)cc1 | 1 | nt | -7 | nt | 0 | nt | -15 | -15
CCn1c(=O)n(C)c2c(=O)n(C)c(=O)n(C)c21 | -1 | nt | 5 | nt | -6 | nt | 0 | 4
c1ccc(-c2ccccc2OCCCCN2CCCCCC2)cc1 | -3 | 15 | 2 | 2 | -12 | 14 | 3 | 45
CN(C)CCCNC(=S)/N=c1\sccn1Cc1ccccc1Cl | 5 | -20 | 10 | -1 | 2 | 9 | 4 | 0
CCN(CC)CCCNC(=S)N1CCN(c2nc(-c3ccc(F)cc3)cs2)CC1 | 32 | 11 | 21 | 10 | -9 | 16 | 7 | 20
COc1cccc(C2=NOC(C(=O)Nc3cc(C)on3)C2)c1 (centres undefined) | 2 | 7 | -5 | 3 | 2 | 7 | -10 | 3
Cc1ccc(Cl)cc1NC1=C/C(=N\S(=O)(=O)c2cccs2)c2ccccc2C1=O | 6&16 | 39 | 59* | -1 | 31&32 | -134 | -1&16 | 11&34
